EBNA-1 inhibitor = blocks EBNA-1 binding to DNA. AID 1950. inhibition, % at 14.8 µM. EBNA-1 DNA binding, fluorescence polarization. actives 0.34% (n = 300,000); in the data active = inhibition above about 28%
LAP4 TOR yeast = modulators of TOR pathway LAP4-GFP in S. cerevisiae. AID 2023. S. cerevisiae LAP4-GFP multiplex, flow cytometry GFP, 3 h; median GFP as percent of DMSO wells. GFP response vs DMSO, % at 10 µM. actives 0.34% (n = 320,000);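 active = GFP response vs DMSO above a set limit, about the screen mean plus 3 SD, cut at about 150% in these data; inconclusive = under 70 cell events counted for the yeast strain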
AHR activator = activates the human aryl hydrocarbon receptor; P35869; AHR-responsive luciferase reporter cells, luminescence; activation, % at 5 µM; actives 2.5% (n = 320,000); AID 2796; in the data active = activation above about 47%;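 note: 0% = vehicle wells and 100% = reference agonist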
RPL19A TOR yeast = modulators of TOR pathway RPL19A-GFP in S. cerevisiae. S. cerevisiae RPL19A-GFP strain, flow cytometry, 3 h; stronger effect = lower value. percent response vs DMSO, % at 10 µM. actives 0.3% (n = 330,000). AID 2025;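 active = percent response vs DMSO below 50%; inconclusive = fewer than 70 events counted for the yeast strain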;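 note: median channel GFP fluorescence of the barcoded RPL19A-GFP strain; ratio of sample median GFP to plate DMSO average so 100% = DMSO; lower means less RPL19A-GFP as with rapamycin TOR inhibition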
ZTA DNA inh = ZTA (EBV) inhibition in EBNA-1 counter-screen. P03206. ZTA-DNA binding, fluorescence polarization. inhibition, % at 11 µM. actives 0.15% (n = 320,000); in the data active = inhibition above about 33%
MEP2-GFP yeast = modulators of TOR pathway MEP2-GFP in S. cerevisiae; actives 0.51% (n = 330,000); GFP response vs DMSO, % at 10 µM; AID 2016; S. cerevisiae MEP2-GFP strain, flow cytometry GFP, 3 h; 100% = DMSO control level;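 active = GFP response versus DMSO above a set limit, roughly screen mean plus 3 SD, cut at about 180% in these data; inconclusive = fewer than 70 cells counted for a yeast strain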;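 note: median GFP fluorescence of the barcode-gated MEP2-GFP cells per well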
procasp3 activ = procaspase-3 (human) activation; recombinant procaspase-3 D3A, Ac-DEVD-pNA absorbance 405 nm; activation, % at 8.5 µM; actives 0.11% (n = 330,000); AID 463141;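 active = activation above the mean of all tested compounds plus 3 SD, cut at about 21% in these data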;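 note: 0% = DMSO alone and 100% = DMSO wells spiked with extra 5 µM PC-3 D3A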
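Compound: 8.5 µM single point, 0.8% DMSO / Material: Autoprocessing-dead procaspase-3 D3A mutant enzyme / Timing: 1 h preincubation plus 2 h reaction at 25 °C / Medium: Zinc-free HEPES/NaCl buffer with 0.01% Triton X-100 at pH 7.4 / Technique: 405 nm absorbance of p-nitroaniline, reads at 0 and 120 min / Repeats: one well per compound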
proCasp7 act = counter-screen: procaspase-7 (human) activation; P55210; recombinant procaspase-7, Ac-DEVD-pNA absorbance 405 nm; D23A/D198A/D206A triple mutant, cannot self-cleave; scale: DMSO 0, 5 µM enzyme 100; activation, % at 8.5 µM; actives 0.093% (n = 330,000); AID 463210;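 active = percent activation above the screen-wide mean plus 3 SD, cut at about 25% in these data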
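Material: Procaspase-7 triple mutant (PC-7 D3A) | Quantity: 2 µM procaspase-7 mutant as dispensed | Reagent: DEVD-pNA substrate | Times: 1 h preincubation, 2 h reaction | Technique: 405 nm absorbance of p-nitroaniline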
Active calls of the source: *; ? = inconclusive; . = no result given; [ ] = remark or other dose.

SMILES	EBNA-1 inhibitor	LAP4 TOR yeast	AHR activator	RPL19A TOR yeast	ZTA DNA inh	MEP2-GFP yeast	procasp3 activ	proCasp7 act
CCOC(=O)c1nn(-c2ccccc2)c2nnc(Cc3ccccc3)c(=O)n12	8.9	102.6	2.2	103.1	-3.2	94.8	5.9	14.6
NC(=O)C(c1ccccn1)c1ncc(C(F)(F)F)cc1Cl (stereo unspecified)	8.8	100.9	0.3	98.4	10.7	107.3	10.1	-4.8
CC(OC(=O)CC1CC2CCC1C2)C(=O)Nc1ccc(N2CCOCC2)cc1 (stereo unspecified)	-9.0	102.6	3.1	102.1	-8.2	108.0	-3.2	-3.5
COc1ccccc1N1C(=NC(=O)C(C)Oc2ccccc2)SC2CS(=O)(=O)CC21 (stereo unspecified)	2.1	91.9	-0.1	96.1	7.2	93.3	3.6	-4.8
O=C(Cn1nc(-c2cccc(Cl)c2)ccc1=O)Nc1ccccc1Br	-2.1	114.0	5.1	101.6	1.0	105.6	4.5	0.0
Cc1ccc([C@@H]2[C@@H]3C(=O)N(C)C(=O)[C@@H]3[C@]3(C)C(=O)N(Cc4ccccc4)CC(=O)N23)o1	9.7	128.0	2.6	94.0	-14.4	89.3	0.3	2.9
COc1ccc(CCNC(=O)C(=O)NCC2OCCN2S(=O)(=O)c2ccc(Cl)cc2)cc1 (stereo unspecified)	0.5	106.3	1.0	90.2	11.2	115.7	1.3	17.9
COc1ccc(S(=O)(=O)NCCOc2ccc(Cl)cc2)cc1	.	110.8	-0.9	98.0	8.6	97.1	6.6	3.9
C=CCn1c(SCC(=O)c2ccc(OC)cc2)nnc1C(C)NC(=O)c1cccs1 (stereo unspecified)	2.7	93.4	1.3	104.0	5.5	104.2	2.7	-12.4
COC(=O)c1c(NC(=S)Nc2ccc(CC(=O)O)cc2)sc(C)c1C	1.7	89.6	-1.1	100.9	1.5	99.7	-10.2	4.9
COc1cccc(OCc2cc(C(=O)N3CCC(C(O)C(C)C)CC3)no2)c1 (stereo unspecified)	-9.1	88.8	3.6	96.9	18.0	98.8	5.0	0.7
COC(=O)c1ccccc1NC(=O)c1cccc(NC(=O)c2ccc(Br)o2)c1C	-3.0	108.7	-1.2	96.6	-21.3	99.6	-2.9	-5.1
Cc1cc(/C=C2\SC(=S)N(Cc3ccco3)C2=O)c(C)n1-c1ccccc1	-11.0	131.7	12.0	103.9	-2.2	165.4	3.3	-5.5
CCOc1ccccc1NC(=O)Cn1cnc2c(cnn2-c2ccc(C)c(C)c2)c1=O	-2.4	104.0	2.7	99.4	-6.2	107.9	10.1	8.0
O=C(Oc1ccc(C(=S)N2CCOCC2)cc1)c1ccc(Br)cc1	1.6	101.4	-1.2	97.9	3.5	99.3	-1.2	10.4
COC(=O)c1cc(Cl)cc(Cl)c1OS(=O)(=O)N(C)C	-2.9	90.9	-2.3	100.0	-11.3	95.0	5.7	2.1
CCOC(=O)CCC(=O)Nc1cc(S(=O)(=O)N2CCOCC2)ccc1N1CCCCC1	.	94.0	-0.4	92.5	-8.9	93.3	-10.2	9.4
CC(=O)Nc1ccc(-c2nc(C)c(C(C)=O)n2O)cc1	2.4	98.2	3.4	97.1	-4.3	98.5	-3.4	-1.4
COC(=O)c1ccc(CSc2nc3sc(C(=O)O)c(C)c3c(=O)[nH]2)cc1	-8.4	107.6	2.7	99.6	-9.4	111.1	-2.3	9.7
C=CCNC(=S)Nc1ccc(N2CCOCC2)c(S(=O)(=O)Nc2ccccc2Cl)c1	-6.2	104.9	8.3	99.1	-1.3	102.4	4.8	-3.8
CCSc1nc(=O)n(-c2ccccc2)c(C)c1C(C)=S	-3.3	96.3	6.8	98.7	19.7	103.8	1.1	1.1
O=C(NCc1ccco1)c1cccnc1-c1nc2ccccc2s1	5.2	102.2	5.7	107.2	-12.1	107.9	-27.5	-34.4
O=C(c1ccc(N2CCCS2(=O)=O)cc1)N1CCN(c2ccc(F)cc2)CC1	5.9	94.7	-0.1	102.8	8.2	99.1	6.7	-0.3
CC1CCCC(C)N1C(=O)Cn1nnc(-c2ccccc2)n1 (stereo unspecified)	5.9	97.3	0.6	105.6	3.4	109.5	7.0	4.9

The closing 2 compounds of the section before open the next one.
SMILES	EBNA-1 inhibitor	LAP4 TOR yeast	AHR activator	RPL19A TOR yeast	ZTA DNA inh	MEP2-GFP yeast	procasp3 activ	proCasp7 act
O=C(c1ccc(N2CCCS2(=O)=O)cc1)N1CCN(c2ccc(F)cc2)CC1	5.9	94.7	-0.1	102.8	8.2	99.1	6.7	-0.3
CC1CCCC(C)N1C(=O)Cn1nnc(-c2ccccc2)n1 (stereo unspecified)	5.9	97.3	0.6	105.6	3.4	109.5	7.0	4.9
COc1ccc(OC)c(CCNC(=O)Cn2cccc2C(=O)c2ccccc2)c1	-2.0	100.0	22.7	100.2	-1.1	101.8	6.0	4.3
Cc1ccc2c(c1C)OC(=O)CC2c1ccccc1 (stereo unspecified)	-6.2	87.8	0.4	94.4	16.2	94.5	1.6	9.0
Cc1cc(C)nc(N2CCC(C(=O)Nc3cccc(C(F)(F)F)c3)CC2)n1	3.6	89.8	2.7	96.5	8.5	102.3	6.3	10.3
COc1cc(-c2noc(CCC(=O)NC3CCCCC3)n2)cc(OC)c1OC	-3.2	93.3	3.1	105.9	-3.1	104.2	-8.4	-0.1
COC(=O)c1ccccc1NC1c2ccccc2C(=O)N1c1cccnc1 (stereo unspecified)	-5.0	82.5	-1.6	97.2	5.5	92.5	10.4	-3.2
CC1(C)Cc2c(C#N)c(N3CCOCC3)nc(-c3ccccc3)c2CO1	-2.7	91.6	4.6	95.3	-3.0	89.1	2.6	3.4
Cc1cc(C)c(S(=O)(=O)N(CC(=O)NCc2cccnc2)C2CCCCC2)c(C)c1	1.2	79.6	10.1	93.2	-1.7	92.7	1.2	8.2
COCCNC(=O)C(c1ccc(C)o1)N(C(=O)c1snc(C(N)=O)c1N)c1cccc(C)c1 (stereo unspecified)	3.0	93.5	0.7	97.4	-8.3	104.3	-5.5	0.2
O=C(NCC1CCCO1)c1ccc(-c2ccccc2Cl)o1 (stereo unspecified)	-18.0	113.4	10.5	97.5	-22.8	102.4	7.0	4.0
O=C(CSc1c2c(nc3cc(Cl)ccc13)CCCC2)NCCCN1CCOCC1	7.0	87.2	2.4	107.3	-1.2	104.4	10.8	-2.2
CC(=O)Nc1ccc(S(=O)(=O)NCCC(=O)N2CCC(Cc3ccccc3)CC2)cc1	.	100.8	-0.3	105.5	-7.7	106.7	-3.2	-18.5
COc1ccc(Cn2c(N)c(S(=O)(=O)c3cccs3)c3nc4ccccc4nc32)cc1	22.3	98.1	1.6	105.9	35.3*	100.7	-7.6	13.0
COc1cc(NS(=O)(=O)c2ccc(NC(=S)NC(=O)C3CCCC3)cc2)nc(OC)n1	0.6	97.7	4.5	96.1	16.0	106.8	-5.2	-5.8
Cc1ccc(NC2SC(=O)N(Cc3cccc(C(=O)O)c3)C2=O)cc1 (stereo unspecified)	0.8	109.1	4.2	97.5	4.1	103.5	-21.3	-19.4
CC(=O)Nc1ccc(NC(=O)CSCc2cnn(-c3ccccc3)c2-n2cccc2)cc1	-4.3	103.0	-4.8	96.8	-4.1	102.5	5.9	15.9
CCN(CC(=O)Nc1c(F)cccc1F)C(=O)c1ccc(Cl)c(S(=O)(=O)N2CCCCC2)c1	-13.9	96.4[may fluoresce green]	-0.5	101.8[may fluoresce green]	-2.9	108.0[may fluoresce green]	7.8	4.1
O=C(CCCCn1c(=O)c2ccccc2n(Cc2ccc(Cl)cc2)c1=O)NCc1ccco1	-12.0	95.7	1.7	93.8	6.1	98.5	-0.8	-4.5
Cc1ccc(C(=O)N2CCN(Cc3ccc4c(c3)OCO4)CC2)c(Cl)c1	1.8	82.9	0.6	98.2	12.7	104.6	1.1	9.1
CC(C)c1nc(CNC(=O)C2CCC(=O)N(CCc3ccc(Cl)cc3)C2)no1 (stereo unspecified)	7.2	99.2	0.9	99.5	8.6	98.0	8.1	8.4
O=C(Nc1sc2c(c1C(=O)O)CCCCC2)c1ccccc1	-11.1	83.8	20.3	103.0	-1.1	107.7	-3.3	-6.6
Cc1ccccc1NC(=O)NC1(C(=O)N2CCC(O)CC2)CCCCC1	-14.1	95.0	1.1	101.8	5.0	104.2	4.2	12.2
Cc1cc(C)n(CC(=O)c2ccccc2)c(=O)c1C#N	9.0	97.5	99.8*	99.2	1.9	100.2	7.3	-4.0
CNC(=S)Nc1ccc(Nc2ccccc2)cc1	-1.9	99.4	6.3	97.1	-16.1	94.3	2.0	-3.0
CN(CC(=O)Nc1ccncc1)S(=O)(=O)c1ccccc1	-3.5	91.7	6.3	99.3	-8.7	102.7	2.3	-2.2

Arranged by length of the SMILES (rising): 4 of the compounds above.
SMILES	EBNA-1 inhibitor	LAP4 TOR yeast	AHR activator	RPL19A TOR yeast	ZTA DNA inh	MEP2-GFP yeast	procasp3 activ	proCasp7 act
CN(CC(=O)Nc1ccncc1)S(=O)(=O)c1ccccc1	-3.5	91.7	6.3	99.3	-8.7	102.7	2.3	-2.2
Cc1ccccc1NC(=O)NC1(C(=O)N2CCC(O)CC2)CCCCC1	-14.1	95.0	1.1	101.8	5.0	104.2	4.2	12.2
CC(C)c1nc(CNC(=O)C2CCC(=O)N(CCc3ccc(Cl)cc3)C2)no1 (stereo unspecified)	7.2	99.2	0.9	99.5	8.6	98.0	8.1	8.4
CCN(CC(=O)Nc1c(F)cccc1F)C(=O)c1ccc(Cl)c(S(=O)(=O)N2CCCCC2)c1	-13.9	96.4[may fluoresce green]	-0.5	101.8[may fluoresce green]	-2.9	108.0[may fluoresce green]	7.8	4.1

Going on with the list:
SMILES	EBNA-1 inhibitor	LAP4 TOR yeast	AHR activator	RPL19A TOR yeast	ZTA DNA inh	MEP2-GFP yeast	procasp3 activ	proCasp7 act
O=C(OCC(=O)N1CCc2ccccc21)c1ccc[nH]c1=O	-1.5	97.8	0.6	104.8	-15.0	101.2	-1.9	10.9
CCOC(=O)c1c(C)oc2ccc(NS(=O)(=O)c3ccc(C(=O)O)cc3)cc12	-1.9	83.7	5.8	85.8	-8.7	90.9	4.4	1.6
CCCOc1ccccc1-n1sc2c(c1=S)-c1cc(OC)cc3c1N(C(=O)C3=O)C2(C)C	5.2	104.5	0.1	97.7	2.9	98.9	1.9	1.6
CCc1cc(=O)oc2cc(C)cc(OCC(=O)NCc3cccnc3)c12	-11.4	102.7	48.8*	95.2	2.0	96.6	-4.9	7.1
COc1ccc(C)cc1NC(=O)C1CCCN(S(=O)(=O)c2cccs2)C1 (stereo unspecified)	2.0	89.2	4.3	94.0	-9.1	101.3	0.9	-2.2
C/C(=N/OCc1ccc(Br)cc1)c1ccccn1	10.6	88.0	8.6	103.1	6.0	109.1	-1.4	-2.5
Cc1ccc2c(CC(=O)NC3=NCCS3)coc2c1	9.8	99.0	9.2	95.5	-4.6	108.3	-0.7	3.4
O=C(Nc1ccc(-c2ccco2)cc1)C1CCCN(Cc2ccc(CO)o2)C1 (stereo unspecified)	-13.5	96.5	5.6	100.2	10.1	98.4	-3.9	-3.0
COc1cccc(CNCc2ccc(OC)c3ccccc23)c1OC	-18.8	?	13.7	?	-0.6	?	-0.6	-0.2
Cc1cccc(C)c1NC(=O)COC(=O)CN1C(=O)C2CCCCC2C1=O (stereo unspecified)	.	103.1	-1.1	102.2	7.3	102.4	5.8	-1.2
CCOc1ccccc1/C=N/n1nnnc1N	-12.5	98.3	3.3	105.8	1.7	106.0	-9.4	10.8
CCNC(=S)N(CCc1cccc(C)c1)Cc1cc2cc(OC)c(OC)cc2[nH]c1=O	-1.7	77.8	25.8	104.3	6.5	95.4	0.4	-9.1
CCOc1ccc(-c2nnc3ccc(SCc4ccc(C(=O)OC)o4)nn23)cc1	-0.2	102.5	-2.8	95.0	-12.8	111.5	-1.1	6.3
